TGFb inhibitor = qHTS for Inhibitors of TGF-b; Potency, µM (titrated, usually from 46.1 µM), for inactives: at the highest dose activity, negative = inhibition, actives largely listed as inhibitors; HepG2 CAGA-GFP TGF-b/SMAD3 reporter, GFP fluorescence, 18 h; TGF-beta stimulated, 500 pg/mL final; hit rate 1.2% among 410,000; AID 588855, 2011; further: potency means the concentration at half of the fitted maximal effect; on the % scale 0 is the no-effect control and ±100 the full control effect; nearly all actives have a fitted effect of over 65% in size
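Using HEPG2 CAGA-GFP reporter cells at 1000 cells/well, we pinned test compounds, stimulated with recombinant TGF-beta (500 pg/mL final) and measured total well GFP after 18 h.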
Nrf2 inh = Nrf2 qHTS screen for inhibitors | A549 ARE-Fluc reporter, luciferase luminescence, 18-24 h | Potency, µM (titrated, usually from 46 µM), for inactives: at the highest dose activity change, negative = inhibition, actives largely listed as inhibitors | hit rate 2.1% among 360,000 | AID 504444, 2011; further: potency means the concentration at half of the fitted maximal effect; on the % scale 0 is the no-effect control and ±100 the full control effect; nearly all actives have a fitted effect of over 60% in size
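Cells were seeded and rested 2 h, then exposed to compounds for 18-24 h. CellTiter-Fluor was read first as a viability measure. BugLite was added 15 min before the final luminescent read of ARE-luciferase activity in A549 cells.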
ATXN viability = Viability Counterscreen for Primary qHTS for Inhibitors of ATXN expression | hit rate 0.49% among 400,000 | Potency, µM (doses to about 56.7 µM), usual class: cytotoxic | AID 651635, 2014 | S2 cells (HEK-293 line with an ATXN2-luciferase reporter) viability, CellTiter-Fluor protease fluorescence, 24 h; further: potency means the concentration at half of the fitted maximal effect; nearly all actives have a fitted effect of over 40% in size
CCT chaperon mod = High-Throughput Screening for Modulators of Cytosolic Chaperonin Activity | purified chaperonin ATPase assay, HTRF ADP detection, 30 min | activity change, % (test concentration not listed), hits read low | hit rate 0.3% among 360,000 | AID 651819, 2012; in the data active means activity change below about -30%; further: on the % scale 0 is the no-effect control and ±100 the full control effect
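TRiC (40 or 20 nM final, by batch activity) in 30 mM Tris pH 7.4, 100 mM KCl, 5 mM MgCl2, 1 mM DTT was treated with compound at 76 uM single dose, then 10 uM ATP, 30 min at 37 °C. ADP was read by HTRF Transcreener.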
Nrf2 ARE act = qHTS of Nrf2 Activators | hit rate 0.31% among 410,000 | Potency, µM (doses to about 46.1 µM), without a hit: top-dose activation, usual class: activators | AREc32 ARE-luciferase reporter (MCF7-derived line), luminescence, 24 h; further: potency means the concentration at half of the fitted maximal effect; % of control where 0% means no effect; nearly all actives have a fitted effect of over 65% in size
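For detection, Steady-Glo was added and plates sat 30 min at RT; before that, AREc32_Fluc cells grown overnight in OPTI-MEM/5% FBS had been treated with 23 nL compound for 24 hr at 37 deg C.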
A549 tox = Nrf2 qHTS screen for inhibitors: counterscreen for cytotoxicity. A549 ARE-Fluc cells, CellTiter-Fluor viability, 18-24 h. Potency, µM (titrated, usually from 46 µM), without a hit: top-dose activity change, negative = cytotoxicity, usual class: inhibitors. hit rate 0.16% among 390,000; further: potency means the concentration at half of the fitted maximal effect; on the % scale 0 is the no-effect control and ±100 the full control effect
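A549 ARE-Fluc cells in 5% FBS OPTI-MEM, 5000 cells/well, rested 2 h then exposed to compounds in concentration-response for 18-24 h at 37 °C. Viability by CellTiter-Fluor fluorescence (Ex 405/Em 525) after 30 min; luciferase luminescence (BugLite, 15 min, RT) read afterwards.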
MmCpn inh = Inhibitors of TCP-1 ring complex (TRiC) of Methanococcus maripaludis (MmCpn): qHTS. hit rate 0.031% among 330,000. Chaperonin Mm-Cpn (Methanococcus maripaludis). purified Mm-Cpn ATPase, ADP Transcreener TR-FRET. Potency, µM (top dose mostly 76.9 µM), without a hit: top-dose activity, negative = inhibition, hits mostly inhibitors; further: potency means the concentration at half of the fitted maximal effect; on the % scale 0 is the no-effect control and ±100 the full control effect; nearly all actives have a fitted effect of over 80% in size
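Inhibition of chaperonin ATP hydrolysis is measured as reduced ADP production, detected by competitive TR-FRET in which signal falls with ADP. Final enzyme 25 nM and ATP 10 uM, reacted 30 min at 37°C.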
pAkt inh = HTS Assay for Inhibitors of Akt Phophorylation: Primary Screen | hit rate 0.32% among 360,000 | Neuro2A IGF-stimulated pAkt S473 HTRF, 20 min; stronger effect = lower value | activity change, % for hits at 50 µM; in the data active means activity change below about -80%; inconclusive means mostly about -51% to -80%; further: on the % scale 0 is the no-effect control and ±100 the full control effect
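Single-point screen (50 µM final compound) in Neuro2A cells stimulated 20 min with 6 nM IGF at 37 deg C. After lysis, Ser473-phosphorylated Akt read by HTRF (ex 330 nm, em 615/665 nm) as the 665/615 ratio.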
HepG2 viability = qHTS for Inhibitors of TGF-b: Cytotox Counterscreen. HepG2 CAGA-GFP viability, ATP luminescence, 18 h. hit rate 0.76% among 410,000. Potency, µM (doses to about 46.1 µM), without a hit: top-dose activity change, negative = cytotoxicity, usual class: cytotoxic; further: potency means the concentration at half of the fitted maximal effect; some results filed as inactive show a strong effect at the top dose
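CellTiter-Glo luminescence gave cytotoxicity after 18 hours at 37 degrees C. The cells were HepG2 CAGA-GFP in 1% FBS DMEM, stimulated with 500 pg/mL TGF-beta after compound addition. %Activity was normalised to no-cell wells (complete cell-killing) and DMSO (no toxicity), and curves were fitted and classified.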
* hit, by the source's call; i = inactive; ? = inconclusive; . = not tested or not shown; & = joins results of further samples; [ ] = remark or other dose. Unless noted, the call rests on the fitted dose curve; in most records, active means well fitted curve in the direction sought with a large enough effect; inconclusive means small, poorly fitted or top-dose-only effect, or another doubt; inactive means no such curve, though single readings can be large; an effect the other way counts as inactive or inconclusive.

SMILES,Nrf2 inh,Nrf2 ARE act,TGFb inhibitor,HepG2 viability,MmCpn inh,A549 tox,pAkt inh,ATXN viability,CCT chaperon mod
CCOC(=O)C1=C(c2ccccc2)N=C2SCC(=O)N2C1c1cccc(OC)c1 (centres undefined),?,-0.6%,0%,10%,-13%,0%,i,i,-1.6
CCOC(=O)CCS(=O)(=O)c1nc(-c2ccccc2)cc(C(F)(F)F)n1,-20%,?,?,-119%,-4%,-21%,i,.,-1.9
CC(=O)c1nnn(-c2ccc([N+](=O)[O-])cc2)c1C,-10%,-1.7%,6%,22%,2%,0%,i,i,4.1
CC(Sc1nncn1C)C(=O)Nc1ccc2ccccc2c1 (centres undefined),8%,0.1%,2%,-8%,0%,10%,i,i,0.2
COc1cccc(/C=N/NC(=O)CNC(=O)CCc2ccccc2)c1O,2%,-1.0%,?,-10%,-2%,1%,i,?,0.9
Cc1ccc(NC(=O)Cn2nnc(C(=O)Nc3ccc(F)c(Cl)c3)c2N)cc1,0%,2.4%,-4%,-7%,0%,0%,i,i,-2.0
O=C(NNc1ccc(C(F)(F)F)cc1[N+](=O)[O-])c1ccc(NS(=O)(=O)c2ccc(F)cc2)cc1,?,0.5%,?,-12%,-2%,?,i,i,0.5
O=[N+]([O-])c1ccc(Cl)cc1NCc1cccnc1,?,27%,-7%,13%,.,4%,i,i,-1.6
CCOc1ccccc1N(CC(=O)NCC1CCCO1)C(=O)CCC(=O)Nc1nccs1 (centres undefined),6%,0.2%,-6%,-12%,1%,0%,i,i,-1.7
Cc1ccc(N2C(=O)[C@@H]3C(c4cccnc4)=NO[C@@H]3C2=O)cc1,-7%,0.3%,-12%,-14%,-1%,-4%,i,i,-2.7
COc1cc(NC(=O)c2cccs2)c(C(=O)OCC(=O)NCc2ccccc2)cc1OC,-11%,-0.3%,13%,-9%,-3%,6%,i,?,-0.3
COc1ccccc1C(=O)NNC(=O)c1ccc2ccccc2c1O,.,-0.4%,-3%,-12%,.,.,i,?,-1.0
COCCN(CC(=O)Nc1cccc(C)c1C)C(=O)Cc1sc(C)nc1-c1ccc(F)cc1,-7%,-0.5%,-23%,-27%,0%,-11%,i,?,-2.6
O=C(OCC(=O)N(C1CCCCC1)C1CCCCC1)c1ccco1,-2%,-0.1%,-6%,-1%,-5%,18%,i,i,2.3
CCCCn1nc2cc(C(=O)NCc3ccccc3)ccc2c1OCC,5%,-0.2%,1%,-5%,-2%,-4%,i,i,0.5
O=C(NCc1cccs1)c1ccc(CSc2nc3ccncc3n2Cc2cccc(F)c2)cc1,?,8.8%,?,-32%,.,-11%,.,?,.
O=C(Nc1ccc2c(c1)OCO2)c1cc(C2CCCCN2S(=O)(=O)Cc2ccccc2)on1 (centres undefined),.,3.2%,-8%,-6%,.,.,i,?,-1.7
CCOC(=O)c1nnn2c1nc(N1CCCCC1)c1ccccc12,-7%,0.5%,5%,-30%,-5%,-3%,i,i,-4.3
COc1cc(N2CCCC2)c(OC)cc1C=O,-4%,0.2%,-23%,-34%,-7%,1%,i,i,-4.7
Cc1ccc(-c2csc3nnc(SCC(=O)NCc4ccc5c(c4)OCO5)n23)cc1,?,0.3%,-4%,-27%,0%,-3%,i,i,-0.2
CCOC(=O)c1cc(-c2ccccc2)sc1NC(=O)C(C)OC(=O)c1ccncc1 (centres undefined),-9%,-0.4%,-3%,10%,-4%,-2%,i,i,0.7
Cc1ccc(CNC(=O)CCS(=O)(=O)c2ccc3c(c2)NC(=O)CO3)cc1,-12%,-0.6%,6%,0%,1%,-15%,i,i,0.4
O=C1COc2ccc(C(=O)NCc3ccc4c(c3)OCO4)cc2N1,-2%,3.2%,1%,-7%,-1%,-15%,i,i,2.3
COc1cc2c(cc1OC)C1=NC(=O)CN1C(SCc1ccc(C)cc1)=N2,-10%,2.6%,?,-5%,-4%,-5%,i,i,-3.0
NC1=NOC(=O)C1C1CCCCC1 (centres undefined),-8%,6.9%,16%,-10%,.,0%,i,i,-2.3

The list goes on:
SMILES,Nrf2 inh,Nrf2 ARE act,TGFb inhibitor,HepG2 viability,MmCpn inh,A549 tox,pAkt inh,ATXN viability,CCT chaperon mod
Cc1ccc(C)c(NC(=O)CN(C)C(=O)c2ccncc2)c1,10%,-0.6%,-2%,10%,1%,6%,i,i,-0.7
CC(C)CCn1nnnc1C(c1ccccc1F)N1CCC(C(N)=O)CC1 (centres undefined),8%,-0.7%,7%,-13%,0%,-10%,i,i,-1.0
NS(=O)(=O)c1cc(C(=O)NCCOc2ccccc2)c(Cl)cc1Cl,?,2.9%,10%,18%,-1%,9%,i,i,-7.6
CCCc1ccc(C(O)c2ncc(-c3ccccc3C)[nH]2)cc1 (centres undefined),.,4.7%,-9%,-38%,.,.,i,i,-0.9
O=c1oc2ccccc2n1Cc1cccc(F)c1,-30%,2.3%,-17%,5%,1%,20%,i,i,-0.4
O=C(CCN1CCOCC1)NNC(=O)Nc1cccc(C(F)(F)F)c1,2%,0.3%,-20%,0%,2%,-2%,i,i,-3.5
NC(=O)c1cc(S(=O)(=O)NCCc2ccc(Cl)cc2)cs1,-1%,-0.4%,-11%,-12%,-3%,1%,i,i,-0.2
CCN1CC(CN(C)Cc2nc(-c3cccs3)no2)CC1=O (centres undefined),10%,3.6%,7%,-3%,2%,0%,i,?,-3.6
O=C1CCCN1c1ccc(S(=O)(=O)Oc2cccc(Cl)c2)cc1[N+](=O)[O-],?,-0.3%,15%,-15%,0%,-19%,i,i,-3.0
CN(C)C(/C=C/Nc1ccc(Br)cc1)=C(C#N)C#N,11%,3.7%,58%[activator],0%,2%,-2%,i,i,-2.2
O=C(Nc1nc2ccccc2s1)C1CCN(C(=O)c2ccco2)CC1,-24%,4.3%,-32%,-19%,2%,6%,i,i,-0.1
Cc1nc(-c2ccc3c(c2)OCCO3)cs1,?,3.6%,3%,-6%,4%,-1%,i,i,-0.3
COc1ccc(NC(=O)c2cc(CC(C)C)on2)cc1OC,?,5.0%,-1%,-21%,3%,-1%,i,?,-1.0
O=C(c1ccco1)N1CCN(c2cccc(Cl)c2)CC1,1%,0.0%,-1%,-35%,-1%,-3%,i,i,-1.6
CC1CCC2(CC1)NC(=O)N(CC(=O)c1ccc3c(c1)OCO3)C2=O (centres undefined),6%,-0.3%,-21%,15%,.,1%,i,i,-1.9
O=C(CSc1nccn1Cc1ccc(Cl)cc1)NC1CCCC1,.,0.3%,-24%,-26%,.,-1%,.,.,.
Cc1ccc(-c2nc(CS(=O)CC(=O)NCCCN3CCN(Cc4ccccc4)CC3)c(C)o2)cc1 (centres undefined),?,2.4%,?,-20%,-1%,1%,i,i,-1.7
COc1ccc(-c2cncc3nccn23)cc1OC,.,0.6%[9.22 µM],3%,3%,.,.,i,i,-0.7
COc1ccc(C2OCC3(O)C(c4ccc(OC)c(OC)c4)OCC23)cc1OC (centres undefined),4%,-1.1%,-7%,-4%,1%,1%,i,i,1.0
Cc1cc(C)c(C)c(S(=O)(=O)N2CCN(C(=S)NCC3CCCO3)CC2)c1C (centres undefined),-5%,-0.1%,?,-5%,0%,2%,i,i,-1.0
Cn1cccc1Cc1nnc(SCC(=O)NCc2ccccc2)n1-c1ccc(F)cc1,-5%,0.1%,1%,-23%,-1%,-12%,i,i,0.1
COc1cc(/C(=C/c2ccccc2)c2ccccc2)c2c(c1)oc1ccccc12,1%,-0.7%,?,-22%&0%,-4%,1%,i,i,1.3
COc1ccc2c(c1)c(/C=N/Nc1nc3ccccc3[nH]1)c(C)n2C,?,-1.7%,?,-11%,2%,?,i,?,0.2
Cc1cc(C)c(O)c(-c2n[nH]c3c2C(c2cccc(O)c2)N(Cc2ccco2)C3=O)c1 (centres undefined),-3%,-0.5%,?,-98%,1%,1%,i,28µM*,-0.8
C/C(=N\O)C1CC(CC(=O)O)C1(C)C (centres undefined),0%,-0.9%,0%,0%,-2%,1%,i,i,-2.4

Later entries:
SMILES,Nrf2 inh,Nrf2 ARE act,TGFb inhibitor,HepG2 viability,MmCpn inh,A549 tox,pAkt inh,ATXN viability,CCT chaperon mod
Cc1ccc(S(=O)(=O)NN2C(=O)/C(=C/c3cccnc3)SC2=S)cc1,2%,5.0%,1%,-7%,1%,-3%,i,i,0.5
O=S(=O)(c1cccc(-c2cn3ccccc3n2)c1)N1CCCCC1,-10%,2.3%,-25%,-1%,-1%,3%,i,i,2.0
Cc1ccc(Cn2ccc(NC(=O)c3nn(C)cc3Cl)n2)cc1,.,3.7%,27%,7%,-4%,7%,i,i,-1.6
CCOc1ccccc1C1C(C(N)=O)=C(C)Nc2nc(CCCO)nn21 (centres undefined),13%,-0.2%,5%,5%,0%,8%,i,i,-2.3
Cc1ccc(-c2cc(C(F)(F)F)c(C#N)c(SCC(=O)Nc3ccccc3)n2)cc1,-4%,-0.9%,3%,-58%,.,-4%,.,i,.

Screens (PubChem BioAssay)
